Source: PubChem BioAssay (National Center for Advancing Translational Sciences (NCATS))
FUS yeast rescue: suppressors of FUS proteinopathy in yeast. 0.24% of 390,000 active. S. cerevisiae FUS-expressing, growth rescue, OD600, 24 h. Potency, µM (top dose mostly 76.6 µM), for inactives: top-dose growth rescue (activation), hits mostly activators;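 further: potency means the concentration at half of the fitted maximal effect; plate controls were DMSO vehicle for no effect and reference control for full effect; nearly all actives have a fitted effect of over 55% in size; some results filed as inactive show a strong effect at the top dose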
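Toxicity suppression screen in FUS-yeast. Cells induced with 2% galactose, starting OD 0.005, treated 24hr at 30C with compounds at multiple final concentrations; growth by OD600.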
aSyn yeast inh: rescues yeast growth from alpha-synuclein toxicity | Yeast expressing alpha-synuclein, growth rescue, BacTiter-Glo, 24 h | Potency, µM (doses to about 46.1 µM), for inactives: at the highest dose growth rescue (activation), most hits filed as activators | 0.14% of 370,000 active | AID 652106; further: potency means the concentration at half of the fitted maximal effect; % of control where 0% means no effect; nearly all actives have a fitted effect of over 65% in size
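Readout is rescue of growth in alpha-synuclein-expressing yeast, so inhibitors of toxicity appear as activators. Growth after 24 hr at 30 deg C in galactose medium is quantified by luminescence.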
IL2 activator: activators of IL-2. IL-2 activation reporter assay, cell-based qHTS; stimulated with anti-CD3/CD4/CD28 beads; in transgenic mouse T cells. activation, % (series mostly up to about 46 µM). 0.065% of 360,000 active; in the data active means activation above about 50%; inconclusive means mostly about 30% to 49%; further: 0% is about no effect
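Unstimulated transgenic mouse T cells preincubated 60 min with compound, then stimulated with anti-CD3/anti-CD4-coated beads plus anti-CD28 for 18 h at 37 degrees C. IL-2 response read as EGFP and DsRed fluorescence by plate cytometry.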
PLK1 PBD inh: blocks phosphopeptide binding to human PLK1 polo-box domain; 2.8% of 360,000 active; Potency, µM, for the others: max response, negative = inhibition, hits mostly inhibitors; AID 720504; P53350; Plk1 PBD binding of FITC phosphopeptide, fluorescence polarization; further: potency means the concentration at half of the fitted maximal effect; series mostly up to about 57 µM; on the % scale 0 is the no-effect control and ±100 the full control effect; nearly all actives have a fitted effect of over 65% in size
EPAC1 antagonist: blocks human EPAC1 exchange factor. AID 720709. 0.14% of 360,000 active. O95398. Potency, µM (top dose mostly 115 µM), for the others: top-dose activity change, negative = inhibition, actives largely listed as inhibitors. EPAC1 GEF assay, Rap1b-BODIPY-GDP exchange fluorescence;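 further: potency means the concentration at half of the fitted maximal effect; plate controls were vehicle for no effect and positive control for full effect; nearly all actives have a fitted effect of over 50% in size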
EPAC1 agonist: EPAC1 (human) agonism; 0.073% of 360,000 active; Potency, µM (top dose mostly 154 µM), for inactives: at the highest dose activation, hits mostly activators; EPAC1 agonist qHTS, biochemical assay; response scale: 100% = response to 6.5 mM cAMP; AID 720707; O95398; further: potency means the concentration at half of the fitted maximal effect; nearly all actives have a fitted effect of over 60% in size
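Nucleotide exchange by EPAC1 (100 nM) on Rap1B–BODIPY-GDP (250 nM) in the presence of 50 uM GDP is tracked fluorescently at 480/540 nm over 30 min. Signals are normalized to a 6.5 mM cAMP control.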
PI5P4Ka inh: inhibitors of human PI5P4K alpha; 1.2% of 330,000 active; max response, %; AID 652105; P48426; PI5P4Kalpha enzyme, ADP-Glo luminescence, 60 min; stronger effect = lower value; active means max response of -50% or lower; inconclusive means between -30% and -50%; inactive means -30% or higher; further: value at the top dose of about 77 µM; on the % scale 0 is the no-effect control and ±100 the full control effect
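Compounds were pin-transferred onto PI5P4Kalpha and substrate in HEPES pH 7.4 buffer with EGTA, CHAPS and 5% DMSO. ATP (5 microM final) started the reaction, which ran 60 minutes at room temperature before ADP-Glo detection.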
WRN helicase inh: inhibitors of human WRN helicase; AID 651768; Q14191; Potency, µM (doses to about 114 µM), without a hit: top-dose activity change, negative = inhibition, hits mostly inhibitors; 0.46% of 360,000 active; WRN helicase unwinding, fluorescent forked duplex, kinetic; further: potency means the concentration at half of the fitted maximal effect; on the % scale 0 is the no-effect control and ±100 the full control effect; nearly all actives have a fitted effect of over 55% in size
Target sequence (Q14191 whole entry, looked up): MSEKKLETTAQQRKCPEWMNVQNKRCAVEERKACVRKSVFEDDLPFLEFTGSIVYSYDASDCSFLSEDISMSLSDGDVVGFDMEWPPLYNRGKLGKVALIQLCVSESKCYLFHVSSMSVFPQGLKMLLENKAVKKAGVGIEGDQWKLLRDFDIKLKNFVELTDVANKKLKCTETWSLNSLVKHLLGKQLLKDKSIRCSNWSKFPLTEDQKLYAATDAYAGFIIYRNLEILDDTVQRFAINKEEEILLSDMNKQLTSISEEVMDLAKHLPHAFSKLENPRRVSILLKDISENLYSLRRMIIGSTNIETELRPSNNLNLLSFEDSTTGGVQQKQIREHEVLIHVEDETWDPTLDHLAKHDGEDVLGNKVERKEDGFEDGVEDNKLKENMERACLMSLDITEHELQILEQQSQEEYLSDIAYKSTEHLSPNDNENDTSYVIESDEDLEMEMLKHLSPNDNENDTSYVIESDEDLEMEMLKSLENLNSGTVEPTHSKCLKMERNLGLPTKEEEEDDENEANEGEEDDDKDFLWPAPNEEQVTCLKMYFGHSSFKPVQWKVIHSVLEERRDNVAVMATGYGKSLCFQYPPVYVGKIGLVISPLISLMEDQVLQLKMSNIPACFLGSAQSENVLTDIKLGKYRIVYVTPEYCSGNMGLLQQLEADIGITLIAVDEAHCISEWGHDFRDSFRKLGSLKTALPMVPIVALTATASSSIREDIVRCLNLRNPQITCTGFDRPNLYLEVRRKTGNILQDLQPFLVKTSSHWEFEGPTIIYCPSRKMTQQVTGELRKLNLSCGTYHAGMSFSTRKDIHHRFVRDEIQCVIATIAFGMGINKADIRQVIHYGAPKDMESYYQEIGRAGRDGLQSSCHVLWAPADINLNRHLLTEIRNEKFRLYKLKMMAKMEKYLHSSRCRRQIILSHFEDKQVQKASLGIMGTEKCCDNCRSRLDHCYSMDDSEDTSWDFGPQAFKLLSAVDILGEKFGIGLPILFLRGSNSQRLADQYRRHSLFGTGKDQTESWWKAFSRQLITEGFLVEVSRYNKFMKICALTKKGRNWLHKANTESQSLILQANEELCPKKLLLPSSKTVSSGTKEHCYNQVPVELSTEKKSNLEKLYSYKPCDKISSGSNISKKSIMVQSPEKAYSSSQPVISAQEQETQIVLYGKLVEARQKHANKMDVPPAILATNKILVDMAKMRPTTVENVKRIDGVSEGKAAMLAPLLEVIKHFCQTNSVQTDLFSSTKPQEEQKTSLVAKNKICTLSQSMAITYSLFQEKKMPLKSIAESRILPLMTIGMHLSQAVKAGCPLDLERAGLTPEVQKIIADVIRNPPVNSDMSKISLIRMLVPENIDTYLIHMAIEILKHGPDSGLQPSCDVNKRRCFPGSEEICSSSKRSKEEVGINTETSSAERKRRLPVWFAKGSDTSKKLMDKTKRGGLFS
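Kinetic fluorescence helicase assay: unwinding of a quenched forked DNA duplex (100 nM final) with 2 mM ATP final raises red fluorescence (525/598 nm). Compounds sat 15 min at room temperature with 20 nM WRN beforehand.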
Abeta yeast res: restores growth of yeast expressing A-beta42 peptide; yeast expressing A-beta42, growth rescue, OD600, 48 h; response scale: 0% DMSO, 100% iron-clioquinol control; Potency, µM (series often up to 46.1 µM), for inactives: at the top dose growth rescue, actives largely listed as activators; 0.063% of 410,000 active; AID 1347071; further: potency means the concentration at half of the fitted maximal effect; nearly all actives have a fitted effect of over 55% in size
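Yeast growth medium received pinned compounds, then yeast cells expressing toxic A-beta were added; plates incubated at 30 C for 48 hr. Growth read as absorbance at 600 nm, normalized to DMSO and equimolar FeCl3 plus clioquinol controls.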
* = called active by the depositor; ? = inconclusive; . = not tested or not shown; & = joins results of further samples; [ ] = dose if it differs, or a comment. Unless noted, the call rests on the fitted dose curve; in most records, active means well fitted curve in the direction sought with a large enough effect; inconclusive means small, poorly fitted or top-dose-only effect, or another doubt; inactive means no such curve, though single readings can be large; an effect the other way counts as inactive or inconclusive.

SMILES	FUS yeast rescue	aSyn yeast inh	IL2 activator	PLK1 PBD inh	EPAC1 antagonist	EPAC1 agonist	PI5P4Ka inh	WRN helicase inh	Abeta yeast res
Cc1ccc(NC(=O)CCn2cnc3ccccc3c2=O)cc1Cl	11%	-4%	-0.1	-10%	-14%	-1%	-5	5%	-6%
O=C(NCc1ccc(N2CCCC2=O)cc1)c1ccc(F)cc1	13%	-5%	-4.3	?	17%	10%	-22	2%	-13%
COc1cccc(/C=N/NC(=O)Cn2nc(C)c([N+](=O)[O-])c2C)c1O	21%	-6%	0.5	2%	16%	-19%	-7	-31%[57.1 µM]	1%
O=C(OC(C(=O)NCC1CCCO1)c1ccccc1F)c1ccco1 (configuration not stated)	2%	-6%	-1.8	-5%	12%	0%	2	-5%	2%
Cc1cc(SCC(=O)Nc2ccc(O)cc2)n2nc(C)c(-c3ccccc3)c2n1	30%	5%	-0.8	-10%	-14%	-1%	9	-19%	-2%
O=C(N[C@@H](Cc1ccccc1)C(=O)OCc1ccccc1)c1nc[nH]c1C(=O)N1CCc2ccccc2C1	34%	21%	-0.7	-9%	-25%	-20%	20	-11%	-2%
O=C(NCC1CCCO1)C1CCCN(c2ncccn2)C1 (configuration not stated)	30%	?	-3.0	-5%	8%	-1%	.	-14%	-11%
CCCCCC(=O)N1C[C@@H](n2cc(COC(=O)c3ccccc3)nn2)[C@H](O)C[C@@H]1c1ccc(Cl)cc1	10%	2%	-1.2	-4%	-12%	-12%	18	-16%	6%
Cc1ccc(C(=O)/C=C/c2c[nH]c3ccccc23)cc1	4%	0%	-0.5	0%	2%	26%	.	-7%	-23%
COc1cc(CCC(=O)Nc2cc(C)cc(C)c2)cc(OC)c1OC	-3%	0%	0.0	-8%	0%	-8%	-1	10%[57.1 µM]	-4%
Cc1cc(C(=O)CN2C(=O)C(=O)N(Cc3ccccc3)C2=O)c(C)n1Cc1ccc(F)cc1	19%	7%	-0.3	-8%	-2%	15%	0	1%	-2%
COc1ccccc1CC(=O)Nc1ccc2nc(C)sc2c1	.	5%	0.0	0%	3%	1%	-3	-16%	3%
Cc1ccc(C(NC(=O)N2CCCC2)C(Cl)(Cl)Cl)cc1F (configuration not stated)	-9%	7%	2.9	1%	6%	-5%	0	1%	8%
CCN=C(Nc1ccc(Cl)cc1)c1cccnc1	.	-11%	-0.5	-12%	-6%	3%	-8	-1%	-16%
CSc1cccc(NC(=O)C(C)NS(=O)(=O)c2ccc(F)cc2)c1 (configuration not stated)	18%	5%	3.5	?	-1%	6%	.	7%	-5%
CCCn1c(N)cc(=O)n(CCC)c1=O	-16%	7%	-0.2	2%	3%	-3%	-1	9%	5%
O=C(CN1CCC(C(=O)c2ccc3c(c2)OCCO3)CC1)Nc1ccccc1F	-13%	2%	-2.3	-3%	-2%	-3%	1	-9%	-6%
CCOC(=O)c1sc(NC(=O)c2c(OC)cccc2OC)nc1C	12%	8%	-0.1	-12%	-19%	4%	-4	-5%	-6%
O=C(Nc1cccc(F)c1)Nc1ccnn1C1CCN(C(=O)c2cscn2)CC1	.	-1%	-3.1	-9%	-5%	9%	-1	-35%	-12%
CC1CCC(NC(=O)c2ccc3snnc3c2)CC1 (configuration not stated)	-13%	-3%	-0.1	-6%	?	0%	4	3%	-15%
Cc1ccc(NCc2nnc(SCC(=O)Nc3cc(C)on3)n2C)cc1	-10%	-4%	-0.7	-4%	-4%	5%	-5	0%	-2%
O=C(NC1CCCCCC1)c1ccccc1-c1ccccc1	6%	-7%	-0.5	-1%	5%	2%	-3	-3%	19%
COC(=O)C1(CCSC)NC(c2ccc(O)cc2)C2C(=O)N(c3ccc(F)cc3)C(=O)C21 (configuration not stated)	-6%	-1%	-2.1	6%	0%	-6%	3	10%	1%
Cc1ccc(C(=O)NNC(=O)c2n[nH]c(=O)c3ccccc23)cc1C	7%	5%	-1.5	-17%	?	-10%	-20	1%	5%
CCOC(=O)Cc1nnc(Nc2cc(C)ccc2C)c2ccccc12	8%	1%	-3.9	-9%	7%	-12%	1	-4%	10%
O=C(NCc1ccccn1)C12CC3CC(CC(C3)C1)C2	9%	-1%	3.2	-11%	-2%	-6%	4	1%	1%
CCOC(=O)c1c(C)[nH]c(C)c1C(=O)COC(=O)C1CCCN1S(=O)(=O)c1ccccc1F (configuration not stated)	17%	1%	-1.6	-1%	-10%	4%	10	-6%	16%
CC(C)CNC(=S)N1CCC(C(=O)c2ccc(Cl)cc2)CC1	-29%	17%	-3.0	-4%	4%	8%	-4	-1%	20%
O=C(NCc1cccnc1)NC1CCCN1S(=O)(=O)c1ccc(Cl)cc1 (configuration not stated)	13%	-2%	0.2	-8%	10%	-3%	-5	3%	2%
COc1cccc(OCC(=O)Nc2ccncc2)c1	12%	-7%	-3.3	-10%	5%	10%	3	1%	4%

3 entries already listed, ordered by formula weight, descending.
SMILES	FUS yeast rescue	aSyn yeast inh	IL2 activator	PLK1 PBD inh	EPAC1 antagonist	EPAC1 agonist	PI5P4Ka inh	WRN helicase inh	Abeta yeast res
O=C(NCc1cccnc1)NC1CCCN1S(=O)(=O)c1ccc(Cl)cc1 (configuration not stated)	13%	-2%	0.2	-8%	10%	-3%	-5	3%	2%
Cc1ccc(NCc2nnc(SCC(=O)Nc3cc(C)on3)n2C)cc1	-10%	-4%	-0.7	-4%	-4%	5%	-5	0%	-2%
CC(C)CNC(=S)N1CCC(C(=O)c2ccc(Cl)cc2)CC1	-29%	17%	-3.0	-4%	4%	8%	-4	-1%	20%

The list goes on:
SMILES	FUS yeast rescue	aSyn yeast inh	IL2 activator	PLK1 PBD inh	EPAC1 antagonist	EPAC1 agonist	PI5P4Ka inh	WRN helicase inh	Abeta yeast res
NC(=O)CSc1nnc(Cn2c(=O)sc3ccccc32)n1-c1cccc(Cl)c1	11%	-2%	-2.2	-14%	8%	1%	.	-5%	-9%
CCC(C(=O)Nc1ccc2c(c1)OCCO2)n1c(=O)[nH]c2ccccc2c1=O (configuration not stated)	0%	4%	1.3	3%	7%	-13%	-3	-6%	-8%
Cc1ccc(S(=O)(=O)N2C[C@H]3[C@H]4C(=O)N(Cc5ccccc5)C(=O)[C@H]4CC(=O)[C@H]3[C@@H]2c2ccccc2Cl)cc1	27%	-1%	0.0	1%	4%	6%	1	0%	-5%
CCc1ccccc1NC(=O)c1cc(-c2ccc3c(c2)OCO3)on1	0%&5%	-22%	-0.7	-4%	26%	3%	-13	-2%	-22%&-11%
CCCOC(=S)NC(=O)c1sc2ccccc2c1Cl	12%	-17%	0.7	?	-6%	1%	.	-12%	-4%
CN(C)c1cc(O)c(C(=S)Nc2ccccc2)c(N(C)C)c1	25%	1%	-1.6	-9%	-1%	8%	3	0%	-32%[inhibitor]
CCOc1ccc(CN(C(=O)c2oc3cc(C)ccc3c2C)C2CCS(=O)(=O)C2)cc1 (configuration not stated)	?	23%	0.0	-4%	?	12%	.	-3%	1%
COc1ccccc1Cn1c(=S)[nH]c2cc(C(=O)NCCCN3CCOCC3)ccc2c1=O	14%	1%	-3.2	-11%	-20%	-8%	-3	6%	5%
NC(=O)CC(NC(=O)Cc1ccc(Br)cc1)c1ccc(NCCc2ccccc2F)c([N+](=O)[O-])c1 (configuration not stated)	40%	-1%	-0.1	-9%	7%	7%	-1	3%	1%
COC(=O)c1ccc(NC(=O)c2ccccc2NS(=O)(=O)c2ccccc2)cc1	42%	-26%	0.2	-8%	12%	9%	.	-11%	-9%
CN(C(=O)CCl)C1CCCc2ccccc21 (configuration not stated)	?	-3%	-0.9	-1%	?	-3%	6	-15%	-93%[inhibitor]
C=C(C)COc1ccc(-c2[nH]ncc2-c2ccccc2OC)c(O)c1	?	?	-2.9	-7%	?	?	18	-12%	-40%[inhibitor]
O=C(NCc1ccccc1)C1CCN(S(=O)(=O)N2CCOCC2)CC1	12%	5%	-2.9	-1%	10%	0%	.	0%	0%
O=[N+]([O-])c1ccccc1CNCCCCCO	-24%	-4%	2.3	-6%	-4%	-9%	3	-3%	-3%
CCOc1ccc(C(=O)NCC(=O)Nc2ccc(N3CCOCC3)cc2)cc1OCC	-18%	4%	-0.7	-1%	-13%	-1%	0	-2%	26%
O=C(CCOc1ccccc1)Nc1ccc(S(=O)(=O)N2CCCC2)cc1	1%	11%	0.4	-6%	-24%	0%	-1	-5%	-3%
O=C(Nc1ccc(S(=O)(=O)N2CCc3ccccc3C2)cc1)c1ccccc1	11%	-17%	8.8	1%	9%	5%	.	6%	14%
Cc1ccccc1N(CC(=O)NCCc1ccccc1)C(=O)CCC(=O)Nc1ccccn1	26%	1%	0.0	-18%	3%	-3%	-3	6%	8%
O=C(Nc1ccn(CC(=O)N2CCN(c3ccccn3)CC2)c(=O)n1)OCc1ccccc1	-15%	1%	-2.2	0%	-2%	-20%	-1	-1%	3%
Cc1ccn2c(Nc3ccccc3C)c(-c3ccncc3)nc2c1	-2%	-3%	-4.6	-11%	-11%	-6%	-1	3%	-5%&-1%
CC(=O)Nc1ccc2c(c1)CCc1ccccc1-2	7%	-6%	2.7	2%	-19%	0%	-1	9%	10%
COc1ccc(CCNS(=O)(=O)c2ccc(C(=O)NCc3ccco3)cc2)cc1OC	4%	4%	-1.9	-10%	3%	7%	.	?	1%
O=C(NCc1cccnc1)C(=O)C1C(=O)Nc2ccccc21 (configuration not stated)	-1%	8%	-0.6	2%	-16%	-15%	2	-5%	-45%
CCOC(=O)C1CCN(C(=O)C(C)Sc2nnc3ccccn23)CC1 (configuration not stated)	-5%	-5%	0.1	-6%	-13%	0%	3	10%	-7%
CS(=O)(=O)N(CC(=O)NCC1CCCO1)c1cc(Cl)cc(Cl)c1 (configuration not stated)	-9%	4%	-1.6	-8%	11%	9%	.	-2%	3%
Nc1nnc(SCC(=O)Nc2cc(S(=O)(=O)N3CCOCC3)ccc2Cl)s1	35%	3%	-0.6	-3%	-9%	1%	-4	-1%[57.1 µM]	15%
